Assay outcomes from PubChem.
miR122 inh = miR-122 Renilla sensor signal increase in Huh7, primary screen, miR-122 inhibitor project, cell-based, single point, plate reader; Huh7 miR-122 Renilla luciferase sensor, 48 h; neutral wells = 0, positive control = 100; activation (reporter increase), % at 12.5 µM; 0.3% of 340,000 active; AID 602342, 2012;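 active means mean replicate activation score at least 90 and every replicate individually at or above 90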;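 further: higher luciferase means less miR-122 activity so hits act as miR-122 inhibitors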
An asterisk follows results filed as active.

miR122 inh | Compound
7 | CSc1ccc(C(=O)C2CCCN(C(=O)Cc3nonc3C)C2)cc1 (configuration not stated)
4 | COC(=O)C1=C(C)N=C2SCCC(=O)N2C1c1cccs1 (configuration not stated)
-7 | COc1ccc(NC(=O)N2CCCCC2)cc1
-17 | CCCn1c(SCC(=O)NCc2ccco2)nc2c1c(=O)n(C)c(=O)n2C
-4 | COc1ccc(-n2c(-c3ccccc3)nc(=S)c3c2CCCC3)cc1
-8 | COc1ccc(CNC(=O)c2ccccc2SC)cc1
3 | CCCC(C(=O)NCc1ccc(OC)cc1)N(Cc1ccco1)C(=O)c1snc(C(N)=O)c1N (configuration not stated)
2 | Cc1csc(Cn2c(CN(C)C)nc3ccccc3c2=O)n1
26 | COc1ccc(NC(=O)Nc2ccccc2C(N)=O)cc1OC
-5 | COCCn1c(-c2ccc(OC)c(OC)c2)nc2ccccc21
-4 | CC(C)COC(=O)NCC12C=CC(O1)C1C(=O)N(c3ccc(Cl)cc3)C(=O)C12 (configuration not stated)
-7 | COC(=O)C1CSC(C(=O)OC)N1C(=O)CN1CC(C)OC(C)C1 (configuration not stated)

In another format: results already given
mol: CCCC(C(=O)NCc1ccc(OC)cc1)N(Cc1ccco1)C(=O)c1snc(C(N)=O)c1N (configuration not stated)
  miR122 inh: 3

mol: COc1ccc(CNC(=O)c2ccccc2SC)cc1
  miR122 inh: -8

mol: COC(=O)C1=C(C)N=C2SCCC(=O)N2C1c1cccs1 (configuration not stated)
  miR122 inh: 4

Later entries.
miR122 inh | Compound
-9 | Cc1cc(C(=O)COC(=O)C2=COCCO2)c(C)n1-c1ccc2c(c1)OCO2
3 | CCO/C(C)=C1\C(=O)N(CC)c2ccccc21
-3 | COCCCn1c(-c2ccc(Cl)cc2)n[nH]c1=S
12 | O=c1nc2sc3ccccc3n2c(=O)n1-c1cccc(Cl)c1
1 | COc1ccc(Cl)c(Cn2c(NCc3ccccn3)nc3c2c(=O)n(C)c(=O)n3C)c1
-6 | O=C1CC(=O)N(Cc2ccco2)C(=S)N1
-3 | CN1CCN(CCCNC(=O)Nc2cccc3ccccc23)CC1
-1 | COc1ccc(C(=O)CN(C(=O)c2ccc(Cl)cc2)N2C(=O)c3ccccc3C2=O)cc1
-3 | N#Cc1ccc(Oc2ccc(-c3nc4ccccc4nc3-c3ccccc3)cc2)cc1C#N
-3 | O=C(CSc1oc(-c2ccco2)nc1S(=O)(=O)c1ccc(F)cc1)NCC1CCCO1 (configuration not stated)
-4 | CCOC(=O)c1c(C)[nH]c(C(=O)OC/C(O)=C(\C#N)c2nc3ccccc3[nH]2)c1C
2 | COC(=O)CSc1snnc1-c1ccc(F)cc1

Later entries.
miR122 inh | Compound
2 | O=C(OC(C(=O)NC1CCCC1)c1ccncc1)C1=Cc2ccccc2OC1 (configuration not stated)
0 | N#Cc1c(NC(=O)CSCC(=O)O)sc2c1CCCC2
-1 | Cc1ccc(-n2c(SCC(=O)NCC3CCCO3)nnc2-c2ccoc2C)cc1 (configuration not stated)
7 | Cc1cccc(NC(=O)C2CC(=O)OC23CCCCC3)c1 (configuration not stated)
-1 | CCCCCn1c(CCC(=O)Oc2ccccc2OC)nc2c1c(=O)[nH]c(=O)n2CCCC
29 | COc1ccc(C2C(Oc3ccccc3)C(=O)N2c2ccc(C)c(C)c2)cc1OC (configuration not stated)
-4 | CC1(C)N=C(/C=N/O)C=[N+]1[O-]
-3 | CC1Cc2ccccc2N1S(=O)(=O)c1cccs1 (configuration not stated)
-1 | O=c1c2ccccc2nc2n1C(CSc1ccc(F)cc1)CN2 (configuration not stated)
2 | Cc1nc(-c2cccnc2)sc1C(=O)Nc1ccc(C(F)(F)F)cc1
-7 | CC1Cc2ccccc2N1C(=O)CSc1nc2cc3c(cc2cc1C#N)OCO3 (configuration not stated)
4 | COc1ccc(/C=C/C(=O)Nc2cc(C(F)(F)F)ccc2Cl)cc1

Single entries from above:
`COc1ccc(-n2c(-c3ccccc3)nc(=S)c3c2CCCC3)cc1` in miR122 inh → -4
`O=C1CC(=O)N(Cc2ccco2)C(=S)N1` in miR122 inh → -6

In another format: results already given.
molecule | miR122 inh
Cc1cccc(NC(=O)C2CC(=O)OC23CCCCC3)c1 (configuration not stated) | 7
CCCCCn1c(CCC(=O)Oc2ccccc2OC)nc2c1c(=O)[nH]c(=O)n2CCCC | -1
COc1ccc(C2C(Oc3ccccc3)C(=O)N2c2ccc(C)c(C)c2)cc1OC (configuration not stated) | 29

Returning to the listing; the 6 compounds before the break are reprinted first.
miR122 inh | Compound
-4 | CC1(C)N=C(/C=N/O)C=[N+]1[O-]
-3 | CC1Cc2ccccc2N1S(=O)(=O)c1cccs1 (configuration not stated)
-1 | O=c1c2ccccc2nc2n1C(CSc1ccc(F)cc1)CN2 (configuration not stated)
2 | Cc1nc(-c2cccnc2)sc1C(=O)Nc1ccc(C(F)(F)F)cc1
-7 | CC1Cc2ccccc2N1C(=O)CSc1nc2cc3c(cc2cc1C#N)OCO3 (configuration not stated)
4 | COc1ccc(/C=C/C(=O)Nc2cc(C(F)(F)F)ccc2Cl)cc1
-1 | CS(=O)(=O)N(CC(=O)NCc1ccco1)c1ccc2c(c1)OCO2
0 | CCc1ccc(C(C)NC(=O)c2ncn[nH]2)cc1 (configuration not stated)
-6 | CCCCOC(=O)c1[nH]c(C)c(C(=O)OC)c1C
1 | N#CC1=C(N)S[C@H](C(=O)C23CC4CC(CC(C4)C2)C3)[C@H]1c1ccncc1
15 | CC(C)OC(=O)CSc1nnc(-c2ccccc2)n1N
1 | CSCCC(NC(=O)C1CC1)c1nc2ccccc2[nH]1 (configuration not stated)
7 | Cc1cc(CC(C)C)n(-c2nc3ccccc3c(=O)n2OCC(=O)N(C)C)n1
-1 | CCCCCCC(=O)N(O)C1CC(=O)N(c2ccc(C)cc2)C1=O (configuration not stated)
-13 | Cc1cccc(NC(=O)CN2C(=S)NC(C)(C)CC2C)c1 (configuration not stated)
12 | COc1ccc(N/N=C(/N=Nc2nc(C)cc(=O)[nH]2)c2ccccc2)cc1
-10 | O=C(c1coc(=O)c(Br)c1)N1CCOCC1
2 | CCCCC(CC)C(=O)NCCc1ccc(S(N)(=O)=O)cc1 (configuration not stated)

Next part:
miR122 inh | Compound
5 | Cc1cc(OCC(=O)NCCO)ccc1Cl
-3 | COC(=O)C1(O)CC(CC(C)C)=NN1C(=O)c1ccccc1 (configuration not stated)
-3 | CC(C)(C)OC(=O)N1CCC[C@H]1C(=O)NCC1CCC(C(=O)O)CC1 (some centres not stated)
-8 | Cc1ccc(C(=O)NCCc2nnc(SCC(=O)Nc3cccc(C(=O)O)c3)n2C)cc1
-6 | O=C(NCC1CCCO1)c1cc2ccccc2[nH]1 (configuration not stated)
-6 | CCSc1nc2c(sc3ccccc32)c(=O)n1C(C)C
0 | CCCCOC(=O)c1cc(C)nc2ccc(Br)cc12
-10 | CC(C)(C)c1ccc(C(=O)c2c[nH]c(C(=O)NCc3cccnc3)c2)cc1
0 | O=C1C(C=NCc2ccco2)=C(O)c2ccccc21
0 | CCOC(=O)COc1ccc(S(=O)(=O)Nc2ccc(C)cc2)cc1
1 | O=C(N/N=C/c1ccc(OCc2ccccc2)cc1)c1cc[n+](Cc2ccccc2)cc1
1 | O=C(CN1C(=O)/C(=C\c2cccc(F)c2)Oc2ccccc21)N1CCN(c2ccccn2)CC1

(more compounds)
miR122 inh | Compound
-2 | Cc1ccc(Cl)cc1NC(=O)CCC(=O)Nc1cc(Cl)ccc1C
-2 | CCC(=O)Nc1ccnc(-c2cccnc2)n1
-4 | COc1nnc(-c2ccc(N3CCCCC3)c(NC(C)=O)c2)c2ccccc12
6 | N#CC1=C(N)Oc2n[nH]c(-c3ccc(F)cc3)c2C1c1ccncc1 (configuration not stated)
21 | O=C(Nc1ccc2nc(-c3ccc4nc[nH]c4c3)[nH]c2c1)c1cccs1
-5 | O=C(C1CCCN(S(=O)(=O)Cc2ccccc2)C1)N1CCCCC1 (configuration not stated)
1 | Clc1ccc(CSc2nnc(-c3sccc3-n3cccc3)o2)cc1
-3 | CC(=O)Nc1ccc(S(=O)(=O)N2CCN(C(=O)c3cccnc3)CC2)cc1
-9 | COC(=O)CCC(=O)Nc1sc(C)c(C)c1C(N)=O
-12 | COc1ccc(N(C)C(=O)CCS(=O)(=O)c2cccc3nonc23)cc1
0 | O=C(c1cc2ccccc2oc1=O)N1CCN(Cc2ccc3c(c2)OCO3)CC1
-5 | O=C1CC(c2ccccc2)Cc2nc(N3CCc4ccccc43)ncc21 (configuration not stated)

Further records:
miR122 inh | Compound
-1 | CCN(Cc1ccccc1)C(c1ccc(C)cc1)c1nnnn1C(C)(C)CC (configuration not stated)
13 | c1ccc(-c2nc3c(ccc4ccccc43)[nH]2)nc1
-2 | CC1CCCC(C)N1C(=O)CSc1nnnn1Cc1ccccc1 (configuration not stated)
6 | Cc1cccc2cc3c(NC(=O)C(C)C)nn(C)c3nc12
-8 | FCCCOc1ccc(/C=N/OCc2ccc(Cl)cc2)cc1
-5 | CC(c1ccccc1)N1C(=O)c2ccc(C(=O)NCc3ccco3)cc2C1=O (configuration not stated)
-1 | CCOc1ccc2c(C)c(C)c(=O)oc2c1OCC
-3 | Cc1c(C(=O)NC2CCCCC2)oc2c1C(=O)CC(C)(C)C2
6 | Cc1ccc(C(c2sc3nc(C)nn3c2O)N2CCN(c3ccc(F)cc3)CC2)cc1 (configuration not stated)
-3 | Cc1cccc(NC(=O)c2cn(-c3ccccc3)nc2-c2ccccc2)c1
-16 | CCOC(=O)Cc1cc(=O)[nH]c(/N=C(/NC(=O)c2ccccc2)Nc2ccccc2C(F)(F)F)n1
16 | COc1cc2c(cc1NC(=O)C(C)N1CCN(S(=O)(=O)c3ccccc3[N+](=O)[O-])CC1)oc1ccccc12 (configuration not stated)

New compounds follow
miR122 inh | Compound
-5 | CC12CCC(C(=O)NCc3ccccc3)(OC1=O)C2(C)C (configuration not stated)
-4 | COc1ccc(S(=O)(=O)N2CCN(C(=O)c3c(C)nn(-c4ccccc4)c3Cl)CC2)cc1
60 | Cc1ccc(C(CC(=O)N2CCCC2)c2ccccc2)c(O)c1C (configuration not stated)
1 | CCC1Oc2ccccc2N(CC(=O)NCCC2=CCCCC2)C1=O (configuration not stated)
-3 | C#CCN1C(=O)S/C(=C/C=C/c2ccc(N(C)C)cc2)C1=O
-6 | Cc1ccc(N=Nc2c(N)[nH]n3c(=O)cc(-c4ccccc4)nc23)cc1
-1 | COc1ccc(C(=O)Nn2c(SCC(=O)NCc3ccccc3)nc3ccccc3c2=O)cc1
-3 | C=C(c1ccc(OC)cc1)c1ccc(OC)cc1
-7 | O=C(CSc1ncn[nH]1)NCCOc1ccccc1
1 | COc1ccc(/C=C/c2ccc3ccccc3[n+]2C)cc1OC
0 | Cc1ccnc(NC(=O)COc2c(C)cc(C)cc2[N+](=O)[O-])c1
-5 | Cc1ccnc(SCCn2c(N3CCOCC3)nc3c2c(=O)[nH]c(=O)n3C)n1

Next part
miR122 inh | Compound
-5 | CC1(C)Cc2cccc(OCC(O)CNCc3ccccn3)c2O1 (configuration not stated)
1 | C=CCn1c(SCC(=O)Nc2nc(C)cs2)nnc1C(C)NC(=O)c1ccccc1Cl (configuration not stated)
-12 | CN(Cc1ccccc1)Cc1nc2c(c(=O)n(C)c(=O)n2C)n1Cc1ccc(Cl)cc1
2 | O=C(Nc1nnc(C2CCCC2)s1)C1CCC1
-4 | CC1=NN(C(=O)COc2ccccc2)C(O)(c2ccccc2)C1 (configuration not stated)
0 | CC(=O)CC1(O)C(=O)N(CN2CCN(c3ccccc3)CC2)c2ccccc21 (configuration not stated)
-3 | O=C(c1ccc2snnc2c1)N1CCCCC1
7 | Cc1cc([N+](=O)[O-])nn1Cc1ccccc1F
-7 | COC(=O)n1ccc(C(=O)Nc2ccccc2F)n1
-4 | CCOC(=O)c1ccc(-n2c(C)nc3c(cnn3-c3ccccc3Cl)c2=O)cc1
-10 | CCOC(=O)c1c(C)[nH]c(C(=O)Cn2c(=O)c3c(ncn3CC)n(Cc3ccccc3)c2=O)c1C
8 | C=CCN(C(=O)CNC(=O)c1ccco1)C(C(=O)NC1CCCCC1)c1ccc(OC)cc1OC (configuration not stated)

Going on with the list:
miR122 inh | Compound
-9 | CCOc1ncccc1C(=O)Nc1cccc(C(=O)Nc2cccc(S(=O)(=O)CCO)c2)c1
-1 | O=C(NC12CC3CC(CC(C3)C1)C2)c1cnccn1
6 | COc1cc2nc(CN(CCC(C)C)Cc3nc4cc(OC)c(OC)cc4c(=O)[nH]3)[nH]c(=O)c2cc1OC
4 | O=C1c2[nH]nc(-c3ccccc3O)c2C(c2cccc(O)c2)N1Cc1ccco1 (configuration not stated)
-2 | Cc1c(N=Cc2c(O)n(C)c(=O)c3ccccc23)c(=O)n(-c2ccccc2)n1C
29 | COc1ccc(C(=O)NC(Nc2ccccc2)C(Cl)(Cl)Cl)cc1 (configuration not stated)
-11 | Cc1nnc(SCc2ccccc2Cl)n1CC1CCCO1 (configuration not stated)
-2 | Cc1c(C#N)c2ccccc2n1CC(=O)N1CCCc2ccccc21
-4 | NS(=O)(=O)c1ccc(CCNC(=O)CSc2ccccc2)cc1
-2 | O=C(O)Cc1sc(-c2ccccc2)nc1-c1ccccc1
2 | CC1CCC/C(=N/Nc2ccc([N+](=O)[O-])cc2[N+](=O)[O-])C1 (configuration not stated)
-4 | CCCOc1ccc(C(=O)Nn2c(C)nc3ccccc3c2=O)cc1

Following part.
miR122 inh | Compound
7 | COC(=O)c1c(C(=O)OC)c2n(c1C)Cc1ccccc1C2
-4 | CCC1(C)N=c2c(c(=O)n(C)c(=O)n2C)=NO1 (configuration not stated)
1 | CCOC(=O)c1c(NC(=O)CSc2nnc(CN3CCOCC3)n2C)sc2c1CCCC2
-2 | CCCCCCCN1N=C(C)C(C(=O)c2ccccc2)C1=O (configuration not stated)
0 | N/C(=N\OC(=O)CCCN1C(=O)c2ccccc2C1=O)c1ccc(Br)cc1
0 | COc1cc(NC(=O)c2ccc(COc3ccccc3Br)o2)cc(OC)c1OC
2 | COc1ccccc1Nc1nc(N)nc(CN(C)C2CCCCC2)n1
3 | O=C(Cn1cnc2c(nnn2Cc2ccc(F)cc2)c1=O)N1CCN(c2ccccc2)CC1

The list is partial (hit frequency here may not be typical).
